CYP2C19 inhib: human CYP2C19 inhibition; CYP2C19 Supersomes, luciferin-H EGE luminescence, 30 min; inhibition, % at 5 µM; 96,000 compounds, 21% hits; P33261;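 active = CYP2C19 inhibition above a set limit at 5 µM in the primary screen, cut at about 50% in these data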;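 also: plate controls were negative control wells for no effect and 2.5 mM tranylcypromine positive control for full effect; values of inactives mirror those of a sister screen read the other way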
Target sequence (P33261 whole entry, looked up): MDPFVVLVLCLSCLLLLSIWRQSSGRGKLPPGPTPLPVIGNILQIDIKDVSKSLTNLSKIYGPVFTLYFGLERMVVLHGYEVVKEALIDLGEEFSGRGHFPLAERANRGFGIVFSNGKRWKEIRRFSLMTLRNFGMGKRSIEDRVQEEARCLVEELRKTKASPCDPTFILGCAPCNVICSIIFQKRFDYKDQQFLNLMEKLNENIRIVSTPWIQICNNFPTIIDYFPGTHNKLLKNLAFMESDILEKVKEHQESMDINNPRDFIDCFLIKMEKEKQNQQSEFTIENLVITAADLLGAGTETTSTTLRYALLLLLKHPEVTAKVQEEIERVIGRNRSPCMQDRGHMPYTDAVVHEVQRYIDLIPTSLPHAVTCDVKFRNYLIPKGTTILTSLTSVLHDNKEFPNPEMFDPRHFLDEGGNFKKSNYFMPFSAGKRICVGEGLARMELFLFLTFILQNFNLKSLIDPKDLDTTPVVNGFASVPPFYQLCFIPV
PostGolgi yeast: growth inhibition of a yeast mutant, post-Golgi transport screen; post-Golgi transport phenotypic cell assay; inhibition, % at 10 µM; 98,000 compounds, 0.9% hits;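 also: yeast cells grown in 1536-well plates; yeast grown about 18 h at 30C before absorbance read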
sEH activator: soluble epoxide hydrolase (human) activation; P34913; purified human sEH enzymatic activity, activator screen; activation, % at 2 µM; 91,000 compounds, 0.04% hits; in the data active = activation above about 37%; also: values of inactives mirror those of a sister screen read the other way
sEH inh: inhibitors of human soluble epoxide hydrolase; AID 707; inhibition, % at 2 µM; recombinant human sEH enzymatic activity assay; 91,000 compounds, 0.34% hits; P34913; in the data active = inhibition above about 80%; also: values of inactives mirror those of a sister screen read the other way; many of its hits are not listed in these tables
CYP2C19 act: cytochrome P450 2C19 (human) activation. P33261. recombinant CYP2C19, luciferin-H EGE luminescence; hits give high values; 0 = fully inhibited enzyme, 1 = untreated enzyme. activation factor at 5 µM. 96,000 tested, under 10 active;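 active = activation factor of at least 2 at 5 µM in the primary screen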;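 also: 0 = wells with 2.5 mM tranylcypromine and 1 = vehicle-only wells; values of inactives mirror those of a sister screen read the other way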
hDAT+cocaine: modulates human dopamine transporter uptake under cocaine; Q01959; LLC-PK1 hDAT cells, [14C]-dopamine uptake with cocaine IC80; actives deviate in either direction; B-score at 10 µM; 110,000 compounds, 1.3% hits; AID 449768;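 active = Z score or B-score, a plate-position-corrected score, falls beyond the plate's 99.7% confidence bounds, in either direction; inactive = both scores lie inside the 99.7% bounds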;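 also: scored against the spread of the other compound wells on the same plate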
PostGolgi ctrl: yeast control strain growth, post-Golgi counter-screen. efflux-deficient yeast background strain, growth absorbance A615, 16 h. inhibition, % at 10 µM. 98,000 compounds, 5% hits
S1P2 antag: blocks the human S1P2 receptor; 97,000 compounds, 0.21% hits; cell-based S1P2 antagonist assay, inhibition at 5 uM; inhibition, % at 5 µM; O95136; in the data active = inhibition above about 45%;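 also: CRE beta-lactamase reporter cells expressing human S1P2 stimulated with S1P; 0% = agonist at EC80 alone and 100% = agonist plus reference antagonist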
S1P2 ag: activates the human S1P2 receptor; S1P2-expressing cell line, agonist reporter read-out; AID 729; activation, % at 4.5 µM; O95136; 97,000 compounds, 0.46% hits; in the data active = activation above about 16%;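 also: 0% = vehicle low control and 100% = maximal reference agonist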
Starred values were filed as active, the others as inactive. Rule as the data show it, unless noted: active = inhibition above about 30%; inactive = the rest.

SMILES | CYP2C19 inhib | PostGolgi yeast | sEH activator | sEH inh | CYP2C19 act | hDAT+cocaine | PostGolgi ctrl | S1P2 antag | S1P2 ag
Cc1cccc2c1NC(=O)/C2=C\C(=O)c1cccs1 | 5.0 | 3.7 | 2.3 | -4.2 | 0.9 | 1.57 | 52.3* | 25.4 | -3.1
CNc1c2c(nn1C)CCCC2 | -2.2 | 3.3 | 3.2 | -0.3 | 1 | -0.13 | 4.2 | 17.4 | -5.4

Not all compounds are listed; the hit share may differ from the screen's.
